Compound activity (PubChem)
ARFGAP1 inhibitor: rat ARFGAP1 inhibition. Q62848. Arfgap1-stimulated ARF1 GTP hydrolysis, GDP FP detection. inhibition, % at 16.5 µM. 360,000 tested, 0.26% active;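 active = inhibition above a per-plate limit, mean inhibition of low control wells plus 3 SD, cut at about 25% in these data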;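 also: 0% = DMSO wells with enzyme and 100% = wells lacking Arfgap1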
Target sequence (Q62848 1-136 limits assumed): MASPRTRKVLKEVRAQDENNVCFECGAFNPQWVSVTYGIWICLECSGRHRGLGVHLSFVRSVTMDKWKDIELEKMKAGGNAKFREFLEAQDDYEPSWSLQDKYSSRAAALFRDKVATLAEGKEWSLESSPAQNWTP
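Material: rat Arfgap1 GAP domain (His6, aa 1-136), purified enzyme. Also added: human ARF1(Δ1-17)-GTP substrate. Compound dosing: 16.5 µM single point, 1.26% DMSO. Timing: enzyme reaction 120 min at 25 °C after 20 min preincubation. Signal: GDP detection by fluorescence polarization. Read-out basis: percent inhibition of GAP-stimulated GDP formation, scaled between DMSO and no-Arfgap1 medians.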
DDE Tn7 FP inh: DD(E)-Tn7 binding inhibition, primary FP screen; inhibition, % at 8.3 µM; AID 720508; FP displacement of FITC-Tn7 peptide from fibrin DD(E); 0% = median of compound wells per plate; P02675; 370,000 tested, 0.13% active;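 active = inhibition above the mean of compounds falling within the control limits plus 3 SD of them, cut at about 14% in these data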;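 also: 0% = plate median of compound wells and 100% = 10 µM Aha-Tn7 peptide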
Target sequence (P02675 whole entry, looked up): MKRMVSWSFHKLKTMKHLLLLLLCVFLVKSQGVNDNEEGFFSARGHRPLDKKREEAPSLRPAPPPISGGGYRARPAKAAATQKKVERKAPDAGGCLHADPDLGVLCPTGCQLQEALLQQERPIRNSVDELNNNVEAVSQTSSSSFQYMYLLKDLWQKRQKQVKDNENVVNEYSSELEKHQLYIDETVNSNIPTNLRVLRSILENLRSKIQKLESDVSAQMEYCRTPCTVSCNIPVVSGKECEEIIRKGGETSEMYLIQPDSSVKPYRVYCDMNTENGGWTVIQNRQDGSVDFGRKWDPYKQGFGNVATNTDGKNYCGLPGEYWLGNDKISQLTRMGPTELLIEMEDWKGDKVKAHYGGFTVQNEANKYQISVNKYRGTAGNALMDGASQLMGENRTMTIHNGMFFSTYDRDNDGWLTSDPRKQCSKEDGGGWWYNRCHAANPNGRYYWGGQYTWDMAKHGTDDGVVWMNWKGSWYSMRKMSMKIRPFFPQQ
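Test system: human clot-derived fibrin DD(E) complex / Quantity: 2 µM final DD(E) protein / Incubation: 10 min plus 3 h, room temperature / Measured by: fluorescence polarization / Benchmarks: high control of 10 µM Aha-Tn7 peptide / Replicates: singlicate testing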
UHRF1 binding: UHRF1 methyl-DNA binding inhibition. Q96T88. UHRF1 binding to methylated oligo, TR-FRET. inhibition, % at 4.4 µM. 370,000 tested, 0.75% active. AID 687016; in the data active = inhibition above about 21%;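 also: UHRF1 SRA domain binding a hemimethylated CpG hairpin DNA probe; 0% = median of test compound wells and 100% = reference inhibitor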
PLC-gamma1 inh: PLC-gamma1 (human) inhibition, primary screen; P19174; 370,000 tested, 0.84% active; purified PLC-gamma1, fluorogenic substrate, fluorescence; AID 720700; inhibition, % at 12.2 µM; in the data active = inhibition above about 9.5%
ASAP1 inh: inhibitors of human ASAP1 ArfGAP activity; 360,000 tested, 0.19% active; AID 624377; inhibition, % at 16.5 µM; ASAP1-stimulated ARF1 GTP hydrolysis, GDP FP detection; Q9ULH1; in the data active = inhibition above about 25%;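 also: 0% = vehicle with enzyme and substrate and 100% = no enzyme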
PLC-beta3 inh: PLC-beta3 (human) inhibition, primary screen; Q01970; Purified PLC-beta3, fluorogenic substrate, fluorescence; inhibition, % at 12.2 µM; 370,000 tested, 0.18% active; AID 720704; in the data active = inhibition above about 11%;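 also: 0% = median of compound wells on plate and 100% = full blocker control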
DDE Tn6 FP inh: DD(E)-Tn6 binding inhibition, primary FP screen; AID 720509; 370,000 tested, 0.21% active; inhibition, % at 8.3 µM; Fibrin DD(E) TRITC-Tn6 fluorescence polarization displacement; P02675;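 active = inhibition above a per-campaign cutoff: mean of compounds within control limits plus 3 SD, cut at about 15% in these data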;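 also: 0% = median of all compound wells on the plate and 100% = blocking peptide control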
KLK7 zymogen act: activates the human kallikrein-7 zymogen; purified proKLK7, EDANS-DABCYL substrate fluorescence; 100% is mature enzyme control, 0% vehicle; activation, % at 7 µM; 370,000 tested, 0.9% active; AID 652039;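 active = activation above the mean of all tested compounds plus 3 SD, computed per campaign excluding outliers beyond control limits, cut at about 13% in these data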
Target sequence (P49862 whole entry, looked up): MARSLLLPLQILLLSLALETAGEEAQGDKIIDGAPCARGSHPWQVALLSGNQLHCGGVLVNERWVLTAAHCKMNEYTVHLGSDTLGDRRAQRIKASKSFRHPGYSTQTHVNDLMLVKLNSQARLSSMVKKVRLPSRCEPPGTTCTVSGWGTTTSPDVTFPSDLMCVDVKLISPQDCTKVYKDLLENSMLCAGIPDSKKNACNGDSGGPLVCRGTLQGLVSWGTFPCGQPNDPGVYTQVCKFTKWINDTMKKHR
MBD2 DNA inh: MBD2-methylated oligo binding inhibition | 370,000 tested, 0.31% active | AID 686964 | TR-FRET, MBD2 binding to methylated oligonucleotide | inhibition, % at 4.4 µM; in the data active = inhibition above about 13%
ADAM17 inh: ADAM17 inhibition, QFRET primary screen; P78536; inhibition, % at 6.95 µM; 370,000 tested, 0.83% active; recombinant ADAM17, EDANS/DABCYL FRET peptide cleavage;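 active = inhibition above the mean of compounds lying between control limits plus 3 SD, set per campaign, cut at about 8.5% in these data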;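 also: 0% = DMSO-only wells as the low control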
An asterisk follows results filed as active; i = inactive; nt = no result given.

SMILES	ARFGAP1 inhibitor	DDE Tn7 FP inh	UHRF1 binding	PLC-gamma1 inh	ASAP1 inh	PLC-beta3 inh	DDE Tn6 FP inh	KLK7 zymogen act	MBD2 DNA inh	ADAM17 inh
O=C(NC1CCSC1=O)c1cccc(C(=O)NC2CCSC2=O)c1 (stereo not given)	3	2	1	5	-3	3	-11	-0.9	3	1
Cc1c(C(=O)NCc2ccc(C(F)(F)F)cc2)sc(=O)n1Cc1cccc(F)c1	16	-1	1	-2	5	-1	-2	-0.2	3	2
N#C[C@H]1C(O)C(O)c2ccccc2N1C(=O)c1ccccc1 (stereo not given in full)	-6	4	-2	2	-7	3	2	-0.3	-4	0
C#CCN1CC(N(C)CCOC(=O)c2ccc(F)cc2)CS1(=O)=O (stereo not given)	nt	-11	0	5	nt	2	-3	-0.1	-1	0
CC(CCc1ccccc1)NC(=O)c1ccc(Cl)nc1 (stereo not given)	4	4	0	1	1	3	-6	0.7	-1	-1
CCOc1ccc(/C=N/NC(=O)C(=O)NCc2ccco2)cc1	11	7	0	3	-10	-1	-4	-0.7	6	-2
O=C(NCCN1C(=O)S/C(=C\c2ccc(Cl)c(Cl)c2)C1=O)c1ccc2c(c1)C(=O)N(Cc1ccncc1)C2=O	5	0	-3	-5	4	-6	-1	0.4	1	-3
Cc1ccc(NC(=O)c2ccc3c(=O)n4c(nc3c2)CCCCC4)nc1	-6	1	-4	0	-12	-10	11	-0.1	-1	1
COc1ccc(Cl)cc1NC(=O)Nc1ccc(Br)cn1	-7	2	-2	4	-1	1	0	-0.1	2	-2
O=C(COc1ccccc1)Nc1nc(-c2cccnc2)cs1	-2	3	-2	-43	-3	-65	4	0.5	1	-12
O=C(NC1CCN(C(=O)N2CCOCC2)CC1)c1ccccc1	8	-3	3	-1	7	3	-4	-0.1	-3	-1
COC(=O)C1=C(C)N(CCc2ccc(OC)c(OC)c2)C(=O)/C1=C\N(C)C	-6	-2	3	0	0	0	5	-1.0	-4	2
COc1cccc(O)c1CN1CCC(C(=O)Nc2ccc(Oc3cccnc3)cc2)CC1	15	-3	1	3	-1	-9	-5	-0.2	1	-1
CCOCC(=O)Nc1c(C(=O)OCC)oc2ccccc12	-16	11	-3	-2	11	1	3	0.5	0	-3
CCCNC(=O)C1(C)CCN(C(=O)c2c(Cl)cccc2Cl)C1 (stereo not given)	1	-1	1	0	-2	-2	0	-0.5	6	-5

Results in UHRF1 binding, PLC-beta3 inh and DDE Tn6 FP inh, for six of the compounds above:
SMILES | UHRF1 binding | PLC-beta3 inh | DDE Tn6 FP inh
C#CCN1CC(N(C)CCOC(=O)c2ccc(F)cc2)CS1(=O)=O (stereo not given) | 0 | 2 | -3
CC(CCc1ccccc1)NC(=O)c1ccc(Cl)nc1 (stereo not given) | 0 | 3 | -6
CCOc1ccc(/C=N/NC(=O)C(=O)NCc2ccco2)cc1 | 0 | -1 | -4
O=C(NCCN1C(=O)S/C(=C\c2ccc(Cl)c(Cl)c2)C1=O)c1ccc2c(c1)C(=O)N(Cc1ccncc1)C2=O | -3 | -6 | -1
Cc1ccc(NC(=O)c2ccc3c(=O)n4c(nc3c2)CCCCC4)nc1 | -4 | -10 | 11
COc1ccc(Cl)cc1NC(=O)Nc1ccc(Br)cn1 | -2 | 1 | 0

One compound at a time, from the list above. Order of screens: ARFGAP1 inhibitor | DDE Tn7 FP inh | UHRF1 binding | PLC-gamma1 inh | ASAP1 inh | PLC-beta3 inh | DDE Tn6 FP inh | KLK7 zymogen act | MBD2 DNA inh | ADAM17 inh
Listed for `O=C(COc1ccccc1)Nc1nc(-c2cccnc2)cs1` → -2 | 3 | -2 | -43 | -3 | -65 | 4 | 0.5 | 1 | -12
Listed for `COc1cccc(O)c1CN1CCC(C(=O)Nc2ccc(Oc3cccnc3)cc2)CC1` → 15 | -3 | 1 | 3 | -1 | -9 | -5 | -0.2 | 1 | -1
Listed for `CCCNC(=O)C1(C)CCN(C(=O)c2c(Cl)cccc2Cl)C1` (stereo not given) → 1 | -1 | 1 | 0 | -2 | -2 | 0 | -0.5 | 6 | -5
Listed for `COC(=O)C1=C(C)N(CCc2ccc(OC)c(OC)c2)C(=O)/C1=C\N(C)C` → -6 | -2 | 3 | 0 | 0 | 0 | 5 | -1.0 | -4 | 2
Listed for `O=C(NC1CCN(C(=O)N2CCOCC2)CC1)c1ccccc1` → 8 | -3 | 3 | -1 | 7 | 3 | -4 | -0.1 | -3 | -1

Next section.
SMILES	ARFGAP1 inhibitor	DDE Tn7 FP inh	UHRF1 binding	PLC-gamma1 inh	ASAP1 inh	PLC-beta3 inh	DDE Tn6 FP inh	KLK7 zymogen act	MBD2 DNA inh	ADAM17 inh
Cc1ccc(NC(=O)Cc2csc(-c3ccccc3)n2)cc1F	0	3	1	-2	-6	0	2	0.2	-1	6
CC(C)N(Cc1cnn(C)c1)C(=O)C1CCC(=O)N(CCc2cccc(F)c2)C1 (stereo not given)	-8	-2	3	0	3	0	-8	0.1	-6	0
Cc1ccc(-c2nc(NC(=O)CSc3nnnn3-c3ccccc3)ns2)cc1	-3	-6	-4	1	-1	0	-7	0.4	-2	0
O=C(COC(=O)c1cccnc1Cl)NC1CCCc2ccccc21 (stereo not given)	1	6	-1	-2	7	-4	1	0.5	-3	-6
O=C1COc2ccc(NC(=O)N3CCN(c4ccc(F)cc4)CC3)cc2N1	-2	-2	-1	3	5	6	-4	0.2	-3	1
Cc1cscc1NC(=O)/C=C/C(=O)O	10	3	-4	-9	4	-11	0	0.6	4	-4
C=CCOC1COC2C(OCC=C)COC12 (stereo not given)	-2	2	-2	3	6	1	1	-0.1	-5	-6
COc1ccc(NS(=O)(=O)c2cccc(C(=O)NCC(c3ccc(OC)cc3)N3CCCC3)c2)cc1 (stereo not given)	-7	-1	-2	-3	-8	-6	0	-0.1	3	-2
O=C(COC(=O)c1ccc(Br)o1)Nc1ccc(Br)cc1	1	1	-1	0	-7	-13	3	-0.3	0	-6
Cc1ccc(SC(C)C(=O)N2CCC(C(N)=O)CC2)cc1 (stereo not given)	8	3	2	3	-16	-3	1	-0.4	0	0
CC(C)C(=O)Nc1ccc(COc2ccccc2CN(Cc2ccccc2)C(=O)OC(C)(C)C)cc1	-1	0	-1	0	-2	4	2	-0.1	-1	7
O=C(Nc1ccnn1C1CCN(Cc2cc3ccccc3[nH]2)CC1)C1CCOC1 (stereo not given)	-4	-8	-4	-1	13	-8	-5	0.3	0	-3
CCN(CC)C(=O)Cn1cc(C(=O)C(=O)NCc2ccccn2)c2ccccc21	4	-2	1	-3	-7	-8	7	0.2	5	0
N#Cc1c(-c2ccc(Cl)cc2)ccn2nc(C3CCCCC3)nc12	0	-2	0	-9	27*	-8	0	-0.4	5	-6
O=C(NC1CCOCC1)C1CCC(=O)N(CCc2cccc(F)c2)C1 (stereo not given)	17	0	5	8	2	-4	-5	-1.1	7	-11
S=C(Nc1ccc(I)cc1)OC1CCC12CCC(c1ccccc1)CC2 (stereo not given)	nt	6	-1	0	nt	1	1	0.1	3	2
CN(C)c1cccc(C(=O)N/N=C/c2ccsc2)c1	-8	-2	1	-9	1	-13	-7	0.7	-6	-1
Nn1c(SCC(=O)NC2CCCCC2)nnc1-c1n[nH]c2c1CCC2	nt	-5	7	9	nt	1	-5	-0.5	0	0
S=C(NCc1ccc(Cl)cc1)NCc1ccco1	-1	1	1	3	-6	-8	0	-0.1	-1	-2
CC(C)(C)c1nnc(NC(=O)CN2C(=O)C3C4C=CC(C4)C3C2=O)s1 (stereo not given)	8	7	-3	-1	-3	5	5	-0.1	3	4
O=C(c1cccc([N+](=O)[O-])c1)N1CCCN(C(=O)c2cccc([N+](=O)[O-])c2)CC1	3	-6	0	1	-3	3	-2	0.2	3	-4
Cc1nn(-c2ccccc2)c(N)c1N=O	0	-7	12	3	0	2	5	0.5	-11	-4
COc1ccc(CCNC(=O)C(=O)N/N=C/c2cccs2)cc1OC	5	2	2	2	-5	-1	0	-0.2	-3	0
COc1ccccc1C(=O)NC(=O)CSc1nnc(SC)s1	2	-2	4	-4	-1	-6	1	-0.1	-6	0
CC(=O)C1=C(O)C(=O)N(c2ccc(Br)cn2)C1c1ccccc1F (stereo not given)	1	0	6	-15	-10	-23	5	1.7	2	-13
COc1ccc(CNC(=O)COC(=O)CC(NC(N)=O)c2ccc(Cl)cc2)cc1OC (stereo not given)	-6	-2	0	-2	1	-1	9	0.7	-2	1
O=C(OCc1ccc(Br)cc1)c1cccnc1Cl	1	-4	0	0	5	-7	-2	-0.4	-3	2
O=C(CCc1nc2ccccc2c(=O)[nH]1)N1CCN(S(=O)(=O)c2ccc(Cl)c(C(F)(F)F)c2)CC1	6	-6	-3	0	-14	-5	-1	0.3	0	-5
Cc1cc(NC(=O)c2cc(-c3ccccc3)on2)no1	0	6	1	3	-5	1	-1	-0.1	3	-5
CCOc1ccccc1N1CCN(Cc2ccc(OC)c(OC)c2)CC1	5	-9	23*	-1	-9	4	-2	-0.1	2	-3
COc1ccccc1CCC(=O)N1CCN(S(=O)(=O)c2cc(C(F)(F)F)ccc2Cl)CC1	-3	-5	13	-1	-11	-1	2	-0.1	7	-3
Cc1ccc(C(=O)Nc2ccccc2-c2ccccc2)o1	-1	4	-1	-2	-3	-2	2	0.4	3	-2
CC1(C(=O)NCc2ccccc2Br)CCN1Cc1ccc(-c2ccccn2)cc1 (stereo not given)	-8	2	0	2	1	-3	-14	0.4	6	2
CCN(CC)C(=O)CSc1n[nH]c(=O)n1CCc1ccccc1	-4	-3	-1	2	2	-1	-2	-0.1	-2	1
O=C1CC(c2c[nH]c3ccccc23)C(=O)N1 (stereo not given)	-11	11	-4	0	-9	3	9	-0.1	0	-1
CC(=O)N1CCC2(CC1)CC(=O)c1cc(OCC(=O)N3CCCC3)ccc1O2	-11	0	-1	i	-4	i	1	40*	-4	-369
CC(=O)Nc1cccc(/C(C)=N\NC(=O)c2ccc(Cn3nc([N+](=O)[O-])c(Cl)c3C)o2)c1	5	-4	-3	5	15	2	5	0.3	-7	1
COc1cccc(C(=O)N2CCSC2=S)c1	3	11	-1	1	2	3	-2	0.0	1	-4
C=CCOC(=O)C1=C(C)NC(=O)NC1/C=C/c1ccccc1 (stereo not given)	2	-2	-2	-2	-6	-2	-3	-0.3	3	-3
Nc1nc(CC(=O)CSc2ccc(Cl)cc2)nc(Nc2ccc(F)cc2)n1	-2	-4	-3	3	5	3	1	0.2	6	-3
